Source: PubChem BioAssay (National Center for Advancing Translational Sciences (NCATS))
AmpC inh no detg = inhibitors of E. coli AmpC beta-lactamase without detergent. AID 485341. Potency, µM (top dose mostly 57.1 µM), inactives show at the top dose activity change, negative = inhibition, usual class: inhibitors. P00811. AmpC nitrocefin hydrolysis, absorbance 480 nm, 0.0001% Triton. hit rate 0.52% among 330,000;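 note: potency is the fitted concentration of half-maximal effect; plate controls were no compound for no effect and no enzyme for full effect; nearly all actives have a fitted effect of over 20% in size; some results filed as inactive show a strong effect at the top dose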
Target sequence (P00811 whole entry, looked up): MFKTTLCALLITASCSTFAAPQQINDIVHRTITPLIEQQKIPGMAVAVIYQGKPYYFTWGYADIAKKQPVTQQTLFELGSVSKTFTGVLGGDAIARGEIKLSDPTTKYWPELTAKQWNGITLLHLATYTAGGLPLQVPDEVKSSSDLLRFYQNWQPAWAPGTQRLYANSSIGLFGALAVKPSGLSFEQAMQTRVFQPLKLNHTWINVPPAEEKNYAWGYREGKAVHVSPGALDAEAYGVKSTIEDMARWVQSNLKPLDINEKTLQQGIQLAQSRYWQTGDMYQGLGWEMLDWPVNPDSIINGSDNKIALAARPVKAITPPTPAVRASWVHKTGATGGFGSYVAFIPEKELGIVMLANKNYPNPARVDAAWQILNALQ
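AmpC (5.3 nM in the dispensed reagent) in 20 mM phosphate pH 7.0 with 0.01% (detergent screen) or 0.0001% Triton X-100 was preincubated with compounds for 15 min at room temperature. Nitrocefin was then added from an 800 uM solution, and hydrolysis was followed at 480 nm.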
TbPYK inhibitor = inhibitors of Trypanosoma brucei pyruvate kinase; hit rate 0.12% among 410,000; AID 624173; Potency, µM (doses to about 76.8 µM), inactives show at the highest dose activity, negative = inhibition, most hits filed as inhibitors; TbPYK enzyme, Kinase-Glo Plus ATP luminescence, 45 min; Q57TT1; note: potency is the fitted concentration of half-maximal effect; % is set by controls: 0 for no effect and ±100 for the full control effect; nearly all actives have a fitted effect of over 50% in size
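Quantitative HTS: titrated library compounds versus trypanosomal pyruvate kinase in TEA buffer (pH 7.2) containing KCl, MgCl2, BSA and Tween-20. Reactions were initiated with ADP, 130 uM final. Kinase-Glo Plus luminescence was read after 45 min at RT.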
Shiga inhibitor = blocks Shiga toxin action in Vero cells; Vero cells, Shiga toxin protein synthesis inhibition reporter; inhibition, % at 38.7 µM; hit rate 9.2% among 290,000; in the data active = inhibition mostly above about 28%, no sharp cut-off; inactive = mostly below about 43%; note: 0% is about no effect
LmPK inh = inhibitors of Leishmania mexicana pyruvate kinase | purified LmPK, Kinase-Glo ATP luminescence, 1 h | Potency, µM (top dose mostly 57.5 µM), inactives show at the top dose activity change, negative = inhibition, hits mostly inhibitors | hit rate 0.37% among 290,000 | AID 1721; note: potency is the fitted concentration of half-maximal effect; % is set by controls: 0 for no effect and ±100 for the full control effect
Target sequence (Q27686 whole entry, looked up): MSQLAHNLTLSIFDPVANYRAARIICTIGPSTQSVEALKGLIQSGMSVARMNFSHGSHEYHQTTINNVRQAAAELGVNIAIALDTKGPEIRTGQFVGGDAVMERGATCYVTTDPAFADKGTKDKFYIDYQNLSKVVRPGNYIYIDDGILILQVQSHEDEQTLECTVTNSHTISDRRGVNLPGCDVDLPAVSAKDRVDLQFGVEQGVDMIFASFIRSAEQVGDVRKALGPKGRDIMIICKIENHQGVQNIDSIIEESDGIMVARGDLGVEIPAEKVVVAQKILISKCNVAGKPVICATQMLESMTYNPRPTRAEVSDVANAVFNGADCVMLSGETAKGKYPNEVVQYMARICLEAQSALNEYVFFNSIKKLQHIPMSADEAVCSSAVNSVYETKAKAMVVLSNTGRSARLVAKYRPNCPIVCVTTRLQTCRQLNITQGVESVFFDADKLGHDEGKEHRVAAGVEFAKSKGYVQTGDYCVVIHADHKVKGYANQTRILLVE
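Kinase-Glo luminescence read after 1 h RT reaction of 0.1 nM LmPK with 0.5 mM PEP and 0.1 mM ADP. Activity scaled between uninhibited and enzyme-free controls.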
Pf growth 48h = P. falciparum growth inhibition at 48 hours (one generation). P. falciparum luciferase growth in erythrocytes, 48 h. Potency, µM (titrated, usually from 28.7 µM), for inactives: at the highest dose activity change, negative = inhibition, usual class: inhibitors. hit rate 5.9% among 310,000. AID 504832; note: potency is the fitted concentration of half-maximal effect; % is set by controls: 0 for no effect and ±100 for the full control effect
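Here the parasites carry a stable luciferase gene and grow inside erythrocytes in Albumax-based RPMI medium with compound for one erythrocytic cycle. Activity is scored as loss of luminescent signal.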
Pf growth 96h = P. falciparum growth inhibition at 96 hours; P. falciparum luciferase reporter growth, 96 h; Potency, µM (series often up to 28.7 µM), for the others: at the top dose activity change, negative = inhibition, actives largely listed as inhibitors; hit rate 6.9% among 320,000; AID 504834; note: potency is the fitted concentration of half-maximal effect; % is set by controls: 0 for no effect and ±100 for the full control effect
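Plates of compound plus infected erythrocytes (2% hematocrit, 0.05% parasitemia final) incubate 96 hours, 37 C, 5% CO2. Detection reagent added; reduced luminescence from the parasites' luciferase reporter flags inhibition.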
Cycloheximide cs = counter-screen for Shiga toxin inhibitors: cycloheximide protein synthesis inhibition; hit rate 12% among 300,000; max response, %; cell reporter, cycloheximide protein synthesis inhibition counterscreen; in the data active = max response mostly above about 13%, no sharp cut-off; inactive = mostly below about 14%; note: read at 38.3 µM for the half of the compounds with a filed dose; 0% is about no effect
* = called active by the depositor; i = inactive; ? = inconclusive; . = not tested or not shown; & = joins results of further samples; [ ] = another dose, or the depositor's remark. Unless noted, calls come from the whole dose curve; as a rule, active = well fitted curve in the direction sought with a large enough effect; inconclusive = small, poorly fitted or top-dose-only effect, or another doubt; inactive = no such curve, though single readings can be large; an effect the other way counts as inactive or inconclusive.

SMILES | AmpC inh no detg | TbPYK inhibitor | Shiga inhibitor | LmPK inh | Pf growth 48h | Pf growth 96h | Cycloheximide cs
CC(=O)N(Cc1ccccc1)Cc1nc2sc(C)c(C)c2c(=O)[nH]1 | 7% | -6% | -11 | 4% | -5% | ? | -1
COc1cc2c(cc1OC)C(C)N(C(=O)c1c(-c3ccccc3)noc1C)CC2 (stereo not given) | 47% | 5% | 16 | 0% | -16% | -21% | -2
CSCCC(N=Cc1c(O)n(-c2ccc(Br)cc2)c(=O)[nH]c1=O)C(=O)OC(C)(C)C (stereo not given) | 1% | 1% | 58 | 1% | ? | 31%[activator] | 6
O=C(CC1(O)C(=O)c2ccccc2C1=O)c1ccccc1 | -20% | 0% | -6 | 4% | -1% | 4% | -1
Cc1ccc(NC(=O)C2CCN(S(C)(=O)=O)CC2)cc1Cl | 0% | -24% | . | 3% | -8% | ? | -3
CCN(C(=O)CSc1nc2ccccc2o1)C1CCS(=O)(=O)C1 (stereo not given) | -22% | -14% | . | . | 58%[activator] | 65%[activator] | .
CC1CN(C(=S)Nc2ccc(F)cc2F)CC(C)O1 (stereo not given) | -13% | 8% | -3 | 3% | 10% | 22% | 1
CCCOc1ccc(/C=C/C(=O)OCC(=O)N(C)c2c(N)n(Cc3ccccc3)c(=O)[nH]c2=O)cc1OCC | 21% | 0% | . | . | -11% | ? | .
COCCN1CCN(C(=O)C2CCC(=O)N(CCc3ccccc3)C2)CC1 (stereo not given) | -1% | -5% | -10 | 6% | 43%[activator] | 9.3µM* | 1
O=C(O)c1cc(NN=Nc2cccc([N+](=O)[O-])c2)cc([N+](=O)[O-])c1 | -24% | -12% | -6 | -3% | 2% | -49% | -2
O=C1C2C3C=CC(C3)C2C(=O)N1Cc1cccnc1 (stereo not given) | -7% | -6% | -3 | 1% | 11% | -3% | -1
Cc1ccc(S(=O)(=O)Oc2ccccc2/C=N/O)cc1 | -7%[2.29 µM] | 4% | 3 | 4% | -8% | 2% | -1
O=P(C(Cl)Cl)(N1CCOCC1)N1CCOCC1 | -17% | 1% | -5 | 0% | 10% | 31%[activator] | -4
CC1=C/C(=N\OS(=O)(=O)c2ccccc2)C=CC1=O | -31% | ? | 67* | -17% | ? | 12% | 35*
Cc1nn2c3c(cnc2c1-c1ccccc1)C(=O)CC(c1ccccc1)C3 (stereo not given) | -2% | 4% | -5 | 5% | ? | ? | -2
COC(=O)CCC(=O)Nc1ccc(OC)cc1 | -20% | 0% | 1 | 0% | 21% | ? | -1
COc1cc2c(cc1Cl)/C(=C\CCN(C)C)c1ccccc1S2 | 36% | 3% | -12 | 2% | 10µM* | 10µM* | -4
Cc1ccccc1NS(=O)(=O)c1cc2c3c(c1)CC(=O)N3CCC2 | 27% | 2% | -8 | 1% | 13µM* | 9% | -3
[2H]c1c([2H])c([2H])c(C(=O)c2sc(N3CCCCCC3)nc2-c2ccccc2)c([2H])c1[2H] | -19% | 0% | -3 | -1% | ? | ? | -3
O=C(CCC(=O)n1ncc2ccccc21)N1CCCCC1 | -3% | 3% | 6 | 0% | 43%[activator] | 3% | 1
CC(=O)c1ccccc1NC(=O)CSCc1nc2sc(C)c(C)c2c(=O)[nH]1 | -8% | 8% | . | . | 2% | 15% | .
O=C(NC1CC1)c1ccc(-c2nc3ccccc3s2)s1 | -12% | -20% | 38* | ? | -8% | -14% | 24
COC(=O)c1ccc(CNC(=O)/C=C/c2cc([N+](=O)[O-])ccc2OC(F)F)cc1 | -52% | . | -4 | 7% | . | 38%[activator] | -2
CSc1ccc(-c2c(C#N)c(N)nc3c2c(C)nn3-c2ccccc2)cc1 | -44% | -8% | -2 | 5% | 1.5µM* | 2.1µM* | -5
COC(=O)c1ccc2nc(-c3ccc(S(C)(=O)=O)cc3)cn2c1 | -17% | -1% | 85 | -1% | i | i | 59*

The list goes on.
SMILES | AmpC inh no detg | TbPYK inhibitor | Shiga inhibitor | LmPK inh | Pf growth 48h | Pf growth 96h | Cycloheximide cs
CC(=O)c1cccc(-n2c(CCC(=O)O)ccc2-c2cccs2)c1 | -32% | -18% | 52 | 2% | ? | ? | 26*
CCOC(=O)C(C(=O)Nc1ccccc1)C1CCCCC1 (stereo not given) | -23% | 1% | 6 | 2% | 57%[activator] | 2% | -2
C=CCC1(CC=C)CCCN1C(=O)c1cc(COc2ccc(C)nc2)on1 | 62%[activator] | 10% | 78* | 3% | ? | -5% | 21*
COC(=O)C1=C(N)Oc2c(oc(CO)cc2=O)C1c1ccc(F)cc1 (stereo not given) | -4% | 0% | -9 | 0% | ? | -14% | -1
CC1CCC2(CC1)NC(=O)N(CC(=O)Nc1cccnc1Cl)C2=O (stereo not given) | -11% | -1% | . | . | -13% | 9% | .
CCCNC(=O)CSc1nnc(C)s1 | -8% | 0% | -5 | 5% | . | 1% | 3
CCOC(=O)N1CCN(C(=O)CSc2nc(=O)n3cccc(C)c3n2)CC1 | 2% | -2% | . | . | 0% | 9% | .
CC(=O)Oc1ccccc1C1OCCN1C(C)=O (stereo not given) | -13% | 6% | -11 | -6% | 3% | 0% | -3
COc1ccc(/C=N/Nc2ncc(C(F)(F)F)cc2Cl)c(OC)c1OC | 18% | 0% | 3 | 0% | 28% | 42%[activator] | -1
Cc1ccc(SCc2nc(N)nc(Nc3ccccc3C)n2)c(C)c1 | 3% | -6% | 47* | 0% | 2% | ? | 17
COc1ccc(C2(c3ccc(OC)cc3)NC(=O)NC2=O)cc1 | 0% | 5% | -17 | 11% | 21% | 6% | -4
Cc1cc(C)c(C(=O)NC2CC(C)(C)Cc3c2cnn3-c2ccccc2)o1 (stereo not given) | 65%[activator] | -4% | -4 | 1% | ? | 24% | 1
CCOc1ccc2ccccc2c1CNCCc1ccc(S(N)(=O)=O)cc1 | -22% | 3% | 24 | -2% | 12µM* | ? | -2
COc1ccc(CC(NC(C)=O)C(=O)NC2CCN(C(=O)NCc3ccccc3)CC2)cc1 (stereo not given) | -2% | -4% | 22 | 0% | 16% | . | 13
COc1ccc2nc(NCc3ccccc3)[nH]c2c1 | -31% | -7% | 86 | 0% | ? | . | 24*
Cc1cc(NC(=O)c2sccc2C)n(-c2nc3ccccc3[nH]2)n1 | -11% | -6% | -12 | 3% | ? | ? | 10
Cc1ccc(-c2csc(N3CCN(c4cc5c(cc4Cl)nc(-c4ccncc4)n5CCN4CCCCC4)CC3)n2)cc1 | 113%[activator] | 9% | -2 | -3% | ? | 3.3µM* | -3
CC(=O)N1CC[n+]2c(-c3ccc([N+](=O)[O-])cc3)csc21 | 53% | ? | -6 | 8% | 11% | -3% | 6
O=C(NCCN1CCN(c2cccc(Cl)c2)CC1)Nc1ccccc1 | 6% | 5%&-6% | -9 | -2% | -16% | ? | 0
COc1cc(OC)cc(C(=O)Nc2ccc(S(=O)(=O)Nc3nc(C)cc(C)n3)cc2)c1 | -17% | 7% | -9 | -1% | 6% | ? | 2
CC1Cc2ccccc2N1C(=O)CSc1nccc(=O)[nH]1 (stereo not given) | 5% | -1% | 39 | -3% | 8% | 36%[activator] | -5
CCCc1cc(=S)n2c([nH]c3ccccc32)c1C#N | -48% | ? | 117 | -10% | ? | ? | 9
O=C(O)Cn1cc(C(=O)C(F)(F)F)c2ccccc21 | -3% | -12% | -3 | 5% | -8% | 3% | -3
COc1cccc(NC(=O)CN(C)C(=O)C(Sc2ccccc2)c2ccccc2)c1 (stereo not given) | 3% | -6% | . | . | ? | 1% | .
CC(C)(C)SCCNS(=O)(=O)c1ccccc1 | -6% | 6% | 14 | 8% | 29% | -12% | 1

Next records follow.
SMILES | AmpC inh no detg | TbPYK inhibitor | Shiga inhibitor | LmPK inh | Pf growth 48h | Pf growth 96h | Cycloheximide cs
CSc1nc(Oc2ccccc2)c2sccc2n1 | -11% | 4% | -3 | 8% | -1% | -7% | 0
CC1=NN(C(N)=S)C(=O)C1N=Nc1c(Cl)cc([N+](=O)[O-])cc1Cl (stereo not given) | -40% | -13% | 27* | -11% | ? | 9% | 18*
CC12CCC(=O)N1C(C(=O)NCc1ccccc1F)CS2 (stereo not given) | 0% | 1% | . | . | 15% | 48%[activator] | .
CCC(=O)Nc1nnc(CCc2ccccc2)s1 | -9% | 1% | 22 | 2% | 24% | -17% | 13*
CCc1ccc(S(=O)(=O)Nc2c(NC3CCCCC3)c3ccccc3oc2=O)cc1 | -35% | 0% | -3 | -7% | -2% | ? | -3
CC1(C)Cc2c(sc3nc(SCC(=O)NCc4ccccc4)n(-c4ccccc4)c(=O)c23)CS1 | -4% | 4% | -16 | 0% | ? | ? | -5
CCCn1c(=O)c2ccccc2n2c(SCc3c(C(=O)OCC)oc4ccccc34)nnc12 | 0% | 2% | -22 | 7% | ? | -7% | -3
Cc1ccc2oc(=O)n(Cc3ccc(OC(C)C)cc3)c2c1 | -15% | 4% | 10 | -3% | 1% | -6% | 2
C=CCN1C(=O)C(CC(=O)Nc2ccccc2)SC1=Nc1c(C)n(C)n(-c2ccccc2)c1=O (stereo not given) | 128%[activator] | 1% | 8 | 0% | ? | ? | 1
O=C(Nc1ccccc1F)c1ccc2c(c1)OCO2 | -18% | -2% | . | 4% | 180%[activator] | 27% | 41*
Cc1cccc(C(=O)Nc2ccc3c(c2)ncn3C)c1 | -11% | 7% | 69* | -6% | 219%[activator] | 279%[activator] | 51*
CC(OC(=O)c1ccc(S(=O)(=O)N(C)C)cc1)C(=O)Nc1ccc(Cl)cn1 (stereo not given) | -22% | -3% | -11 | 2% | ? | -34%[5.75 µM] | -3
CC(=O)Nc1ccc(S(=O)(=O)NCCC(=O)OCc2ccc([N+](=O)[O-])cc2)cc1 | -3% | 0% | 17 | -6% | ? | ? | -2
CCOC(=O)CNC(=O)CSc1ncccc1-c1nc2ccccc2[nH]1 | -26% | -1% | -7 | 0% | ? | 6% | 6
O=C(CSc1nnc(CNc2ccc(F)cc2)o1)N1c2ccccc2Sc2ccccc21 | -27% | 0% | -21 | 1% | ? | ? | -2
CC(Sc1nnc(COc2ccc(Cl)cc2)o1)C(=O)Nc1ccc(N2CCOCC2)cc1 (stereo not given) | 0% | 0% | . | . | -5% | 8% | .

Complete entries, quoted from the list.
C=CCN1C(=O)C(CC(=O)Nc2ccccc2)SC1=Nc1c(C)n(C)n(-c2ccccc2)c1=O (stereo not given) across the screens: AmpC inh no detg = 128%[activator]; TbPYK inhibitor = 1%; Shiga inhibitor = 8; LmPK inh = 0%; Pf growth 48h = ?; Pf growth 96h = ?; Cycloheximide cs = 1
O=C(CSc1nnc(CNc2ccc(F)cc2)o1)N1c2ccccc2Sc2ccccc21 across the screens: AmpC inh no detg = -27%; TbPYK inhibitor = 0%; Shiga inhibitor = -21; LmPK inh = 1%; Pf growth 48h = ?; Pf growth 96h = ?; Cycloheximide cs = -2
CC1(C)Cc2c(sc3nc(SCC(=O)NCc4ccccc4)n(-c4ccccc4)c(=O)c23)CS1 across the screens: AmpC inh no detg = -4%; TbPYK inhibitor = 4%; Shiga inhibitor = -16; LmPK inh = 0%; Pf growth 48h = ?; Pf growth 96h = ?; Cycloheximide cs = -5
